Compound activity as filed in PubChem BioAssay.
SENP8 block: human SENP8 protease inhibitors, primary screen, biochemical, fluorescence, Nedd8 protein substrate, uHTS; Sentrin-specific protease 8 (Homo sapiens), Q96LD8; recombinant SENP8; inhibition, % at 20 µM; actives 0.64% (n = 360,000); AID 602440, 2012; in the data active means inhibition mostly above about 40%, no sharp cut-off; inactive means mostly below about 27%
Target sequence (Q96LD8 whole entry, looked up): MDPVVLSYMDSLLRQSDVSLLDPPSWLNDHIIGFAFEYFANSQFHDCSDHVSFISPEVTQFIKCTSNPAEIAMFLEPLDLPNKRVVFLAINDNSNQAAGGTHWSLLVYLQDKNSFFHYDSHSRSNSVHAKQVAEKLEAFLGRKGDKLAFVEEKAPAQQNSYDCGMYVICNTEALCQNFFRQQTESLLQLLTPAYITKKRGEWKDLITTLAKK
SENP7 inh: SENP7 protease inhibitors, primary screen, biochemical, luminescence, uHTS. recombinant SENP7, Z-RLRGG-aminoluciferin luminescence, 40 min. inhibition, % at 5 µM. actives 1.5% (n = 330,000). AID 434973, 2010;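 active means inhibition above about 50% at the single test dose, limit read from the data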;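 further: plate controls were DMSO with enzyme for no effect and no enzyme buffer wells for full effect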
Target sequence (Q9BQF6 706-1050 limits assumed): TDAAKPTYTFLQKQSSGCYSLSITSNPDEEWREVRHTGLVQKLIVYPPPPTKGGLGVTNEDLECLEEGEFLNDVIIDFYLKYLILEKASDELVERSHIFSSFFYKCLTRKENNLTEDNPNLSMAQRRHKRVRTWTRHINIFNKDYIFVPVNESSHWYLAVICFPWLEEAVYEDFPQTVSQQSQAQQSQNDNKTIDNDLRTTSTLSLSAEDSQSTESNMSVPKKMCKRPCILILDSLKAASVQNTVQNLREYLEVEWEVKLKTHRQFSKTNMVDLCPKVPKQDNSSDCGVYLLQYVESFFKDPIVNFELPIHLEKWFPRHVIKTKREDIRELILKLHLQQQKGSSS
HKDC1 inhibitor: HKDC1 hexokinase inhibitors, primary screen, biochemical, fluorescence, uHTS. Q2TB90. recombinant HKDC1, G6PDH/diaphorase resazurin coupled fluorescence. inhibition, % at 20 µM. actives 0.16% (n = 340,000). AID 493160, 2011;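 active means inhibition above about 35% when tested at 20 µM, limit read from the data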;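 further: plate controls were DMSO wells with enzyme for no effect and DMSO wells lacking enzyme for full effect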
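System: Recombinant HKDC1 hexokinase | Amount: HKDC1 at 5 µg/mL | Reagent: Glucose with 1 mM ATP | Doses: Single 20 µM dose | Incubation: Reaction time 90 min, room temperature, protected from light | Signal: Coupled resazurin fluorescence, excitation 525 nm, emission 613 nm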
MPTP block: mitochondrial permeability transition pore inhibitors, primary screen, biochemical, isolated mouse mitochondria, absorbance; Ca2+ swelling absorbance, 30 min; inhibition, % at 10 µM; actives 1.4% (n = 360,000); AID 602449, 2012;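 active means inhibition of 50% or more, scaled per plate between neutral and stimulator controls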;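 further: 0% = DMSO wells given calcium and 100% = 1 mM EGTA wells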
SENP6 inh: SENP6 protease inhibitors, primary screen, biochemical, luminescence, uHTS; Recombinant SENP6 catalytic domain, aminoluciferin luminescence; inhibition, % at 10 µM; actives 1.8% (n = 330,000);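 active means inhibition above about 50% at the single tested dose, limit read from the data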;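 further: plate controls were DMSO wells with enzyme for no effect and DMSO wells lacking enzyme for full effect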
PfG6PD inh: PfG6PD enzyme inhibitors, primary screen, biochemical, fluorescence intensity, uHTS | glucose-6-phosphate dehydrogenase-6-phosphogluconolactonase (Plasmodium falciparum 3D7) | PfGluPho enzyme, NADPH resazurin-diaphorase fluorescence | inhibition, % at 20 µM | actives 0.78% (n = 350,000);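 active means inhibition reaching at least a set limit at 20 µM in the primary screen, cut at about 59% in these data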;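 further: 0% = DMSO wells with substrate and 100% = DMSO wells lacking glucose-6-phosphate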
GRIN3A LBD mod: binders of NR3A ligand-binding domain, primary screen, biophysical, differential scanning fluorimetry, uHTS; Tm shift relative to glycine control, % at 25 µM; NR3A LBD differential scanning fluorimetry, Tm shift; 0% = protein alone, 100% = glycine-bound protein; AID 1259313, 2017; Glutamate receptor ionotropic, NMDA 3A (GRIN3A) ligand-binding domain; actives 2.5% (n = 340,000);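 active means melting temperature shift of at least 10% of the positive control shift, at one fixed dose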
ATG4B inhibitor: ATG4B protease inhibitors, primary screen, biochemical, fluorescence, uHTS | Cysteine protease ATG4B (Homo sapiens), Q9Y4P1 | ATG4B cleavage of LC3-PLA2, NBD-HPC fluorescence, 1 h | inhibition, % at 8.33 µM | actives 0.51% (n = 340,000) | AID 504462, 2011; in the data active means inhibition above about 40%
Target sequence (Q9Y4P1 whole entry, looked up): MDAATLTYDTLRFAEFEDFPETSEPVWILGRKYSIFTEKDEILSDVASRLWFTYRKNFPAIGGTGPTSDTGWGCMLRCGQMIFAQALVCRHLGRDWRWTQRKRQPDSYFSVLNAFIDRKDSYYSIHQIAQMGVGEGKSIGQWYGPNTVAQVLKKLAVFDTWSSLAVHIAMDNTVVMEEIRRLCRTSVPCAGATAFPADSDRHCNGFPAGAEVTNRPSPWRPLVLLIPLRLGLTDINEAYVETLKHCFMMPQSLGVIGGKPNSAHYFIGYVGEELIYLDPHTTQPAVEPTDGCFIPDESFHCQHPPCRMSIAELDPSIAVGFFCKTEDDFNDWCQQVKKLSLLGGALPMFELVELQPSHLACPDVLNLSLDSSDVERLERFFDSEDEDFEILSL
* = called active by the depositor; i = inactive; . = not tested or not shown.

canonical_smiles	GRIN3A LBD mod	MPTP block	PfG6PD inh	SENP6 inh	ATG4B inhibitor	SENP7 inh	HKDC1 inhibitor	SENP8 block
Cc1ccc(C(=O)NC(C)c2ccccc2)cc1S(=O)(=O)N1CCOCC1 (stereo unspecified)	0	-1.6	-13	2	-9	-6	-2	8
COC(=O)C1C(=O)C2=C(CC1C)Nc1ccccc1NC2c1ccc(C)s1 (stereo unspecified)	-17	2.1	18	-23	-1	-8	5	-15
COc1cc(/C=N/O)c(Br)cc1OCC(=O)Nc1ccccc1C	8	1.9	-4	-8	-5	9	-4	4
O=C(c1cccc(S(=O)(=O)N2CCCCC2)c1)N1CCN(c2ccccc2)CC1	2	0.6	10	14	4	-8	-6	3
Cc1cc(C)cc(NC(=O)Cn2nnc(C(=O)NCc3ccccc3Cl)c2N)c1	0	0.2	-12	-25	21	5	1	10
O=C(c1ccccc1)c1cnc[nH]1	-1	0.9	2	-25	3	-6	-7	11
COCC(=O)Nc1cccc(C(F)(F)F)c1	2	0.6	5	3	-9	-6	3	12
CNC(=O)COC(=O)c1ccc(-c2nc3ccccc3s2)s1	1	-1.9	-13	97*	4	97*	-1	-282
O=C1CC(c2cccs2)CC2=C1C(c1ccccc1)n1ncnc1N2 (stereo unspecified)	0	-2.7	-3	-13	-3	1	-1	-127
COC(=O)c1ccccc1NC(=O)c1cc(C2CC2)on1	0	-0.4	-2	-27	-6	-14	3	17
COC(=O)c1ccc(CSc2nnnn2Cc2ccccc2)cc1	1	-2.3	-13	-11	1	-14	2	4
O=C(CCc1nc(-c2ccccc2F)no1)Nc1ccc(Oc2ccccc2)cc1	2	107*	18	-12	20	1	3	25
O=C(Nc1ccc(-c2nc3ccccc3[nH]2)cc1)c1ccc2c(c1)OCO2	30*	12	-7	-5	-34	-1	-7	-142
CN(C)S(=O)(=O)c1cccc(C(=O)OCC(=O)c2ccc3c(c2)NC(=O)CO3)c1	-1	3.3	5	4	-16	2	-13	18
Cc1ccc(-c2nnn(CC(=O)N(CC(=O)NC3CCCC3)c3ccc(F)c(Cl)c3)n2)o1	-2	0.6	7	-20	12	-5	6	20
O=C(NCCc1ccc(O)cc1)c1ccc(Cl)cc1	-5	-0.1	-5	-8	2	4	-8	14
Cc1cccc(COc2ccccc2C(=O)OCC(=O)N(C)c2c(N)n(Cc3ccccc3)c(=O)[nH]c2=O)c1	-3	-0.7	2	-4	-7	-7	-2	3
COC(=O)N1CN(C(=O)OC)CN(C(=O)OC)C1	-2	-6.7	-18	3	-3	-1	-10	33
CC1=C2C(=O)OC(c3ccoc3)C2(C)CCC1 (stereo unspecified)	0	0.9	-7	-11	6	-3	-1	10
O=C(Cc1ccc(Cl)c(Cl)c1)OCC(=O)c1ccc[nH]1	-6	1.0	55	-7	-2	-7	4	-36
COc1ccccc1/C=N/NC(=O)CC(=O)NCCc1ccccc1	0	1.9	53	-13	-6	-6	4	12
Cc1ccc(N2C(=O)C3C4C=CC(CNC(=S)N5CCN(c6ccccn6)CC5)(O4)C3C2=O)cc1 (stereo unspecified)	2	3.3	23	8	1	2	-10	12
NS(=O)(=O)c1ccc(CCNC(=O)c2cc([N+](=O)[O-])ccc2N2CCOCC2)cc1	-2	-1.0	-11	6	-1	7	4	14
CCN(CC)S(=O)(=O)c1ccc(Cl)c(NC(=S)NC(=O)C2CCCC2)c1	-6	8.2	15	-2	6	8	0	3
O=C1CCC([N+](=O)[O-])C(c2ccc(-c3ccccc3)cc2)N1 (stereo unspecified)	-1	0.1	6	0	-2	-2	-3	1
CCOc1cc(/C=C2\SC(=S)N(C(C(=O)O)c3ccccc3)C2=O)ccc1O (stereo unspecified)	0	9.7	-46	-3	20	-1	6	18
CC(=O)N[C@@H](Cc1c[nH]c2ccccc12)C(=O)OCC(=O)Nc1ccc2c(c1)OCO2	12*	-1.8	-2	.	1	.	5	5
O=C(NCCCN1CCOCC1)/C(=C/c1ccco1)NC(=O)c1ccccc1	-1	-0.6	-3	4	3	-1	-3	8
COc1cc(CCN2C(=O)N[C@@H](CCc3ccccc3)C(C(C)=O)=C2C)cc(OC)c1OC	1	.	-8	-17	-11	8	-1	.
CCCCC(c1nnnn1CC1CCCO1)N1CCN(c2cccc(C)c2C)CC1 (stereo unspecified)	3	-4.3	8	-22	10	9	-1	16
O=C(Nc1ccc(Br)cc1)c1ccc(N2C(=O)C3CC=C(Cl)CC3C2=O)cc1 (stereo unspecified)	26*	-0.9	-3	-7	4	1	-1	-1
O=C1C2C3C=CC(C3)C2C(=O)N1c1ccc2c(c1)OCO2 (stereo unspecified)	1	-1.6	11	-4	-4	-5	-9	16
COc1ccccc1/C=N/Nc1cc(N(C)C)nc(N(C)C)n1	-2	7.5	32	38	-12	49	3	-74
CC12CCC(C(=O)NCc3ccc4c(c3)OCO4)(OC1=O)C2(C)C (stereo unspecified)	1	0.4	-26	-3	4	-4	-5	14
CCCCN1C(=O)c2ccc(C(=O)N(C)CC(=O)Nc3ccc(OCC)c(OCC)c3)cc2C1=O	-2	0.1	10	0	-20	-13	-4	10
O=C1CCCc2ccccc2N1Cc1ccccc1	-1	0.0	8	-1	-7	1	-2	-1
Cc1cccc(N2C(=O)CC(Cn3nc(C)cc3C)C2=O)c1 (stereo unspecified)	1	0.4	-8	19	3	-2	0	7
Cc1cc(C(=O)CN2C(=O)C(=O)N(Cc3ccccc3)C2=O)c(C)n1-c1ccc2c(c1)OCCO2	-4	-0.6	-14	-14	4	4	5	8
CCOc1ccc(N(Cc2cc3cc(C)ccc3[nH]c2=O)C(=O)COC)cc1	0	-0.3	-17	-6	-5	5	1	-76
COc1ccc2nc(NC(=O)c3cnccn3)sc2c1	-23	-0.9	-3	17	-15	76*	14	3
Cn1cccc1CNCC(O)c1ccccc1 (stereo unspecified)	0	-0.4	-11	-7	6	-6	-5	2
CCN(CCCNC(=O)CNC(=O)c1nn(-c2ccc(OC)cc2OC)c(=O)c2ccccc12)c1cccc(C)c1	-2	-1.3	12	-6	-2	9	-4	-20
COC(=O)c1ccccc1S(=O)(=O)N1CCC(c2nc3ccccc3o2)CC1	2	-0.1	10	2	4	-2	-5	16
CN(Cc1nc(-c2ccncc2)no1)S(=O)(=O)c1ccc(Br)cc1	0	0.3	-10	-6	-2	-5	-3	28
O=c1cc(N2CCN(c3ccccc3)CC2)[nH]c(=O)n1-c1ccccc1	0	1.2	-18	-1	17	5	6	1
O=[N+]([O-])c1ccc2nc(-c3ccccc3)n(OCc3ccc(Cl)cc3)c2c1	-12	9.6	22	86*	0	84*	9	15
Cc1cc(C2=NNC(=NC3CC3)SC2)c(C)n1Cc1ccco1	-4	0.7	24	.	4	.	-14	-14
Cc1ccc2c(c1)N(CC(=O)N1CCCCC1)C(=O)C(C)O2 (stereo unspecified)	-1	-1.0	-1	-13	-2	-6	2	13

Whole records, quoted from the list:
Entry for Cc1ccc2c(c1)N(CC(=O)N1CCCCC1)C(=O)C(C)O2 (stereo unspecified) : GRIN3A LBD mod = -1; MPTP block = -1.0; PfG6PD inh = -1; SENP6 inh = -13; ATG4B inhibitor = -2; SENP7 inh = -6; HKDC1 inhibitor = 2; SENP8 block = 13
Entry for O=c1cc(N2CCN(c3ccccc3)CC2)[nH]c(=O)n1-c1ccccc1 : GRIN3A LBD mod = 0; MPTP block = 1.2; PfG6PD inh = -18; SENP6 inh = -1; ATG4B inhibitor = 17; SENP7 inh = 5; HKDC1 inhibitor = 6; SENP8 block = 1

Remaining list, next part
canonical_smiles	GRIN3A LBD mod	MPTP block	PfG6PD inh	SENP6 inh	ATG4B inhibitor	SENP7 inh	HKDC1 inhibitor	SENP8 block
C=CCn1c(=O)c(C(=O)Nc2ccc(C)cc2)c(O)c2ccccc21	2	3.7	-9	-9	10	6	-7	-39
O=C(O)c1cccc(N2C(=O)c3ccc4c5c(ccc(c35)C2=O)C(=O)N(c2cccc(C(=O)O)c2)C4=O)c1	-1	-0.9	-3	-1	-9	7	12	50*
COc1ccc2[nH]c(=O)c(CN(C(=O)c3ccncc3)C(C)C)cc2c1	0	-1.6	-21	-3	-8	1	-10	-292
COc1ccc2nccc(/C=C/c3ccnc4ccc(OC)cc34)c2c1	1	5.9	54	-1	-20	-1	18	-401
CN(C)CCC=C1c2ccccc2C=Cc2ccccc21	-1	5.5	15	4	4	2	-2	1
O=C(C1CCCN1S(=O)(=O)c1cccc2cccnc12)N1CCn2c1nc1ccccc12 (stereo unspecified)	-2	-0.7	34	6	-10	-7	-3	1
CCCn1c(N)c(C(=O)CN(C)CC(=O)Nc2ccccc2CC)c(=O)[nH]c1=O	1	-0.5	2	9	-3	-2	-2	13
CCOC(=O)c1c(C)c(C(=O)NCc2cccnc2)c(C)n1C	2	-3.1	-10	-12	4	-10	-3	20
CCC(C)c1ccc(C(C)NC(=S)NC2CCCCC2)cc1 (stereo unspecified)	0	59*	-17	-11	6	-4	-12	-3
NC(=O)C1CCCN(C(=O)c2ccc(NC(=O)c3cccs3)cc2)C1 (stereo unspecified)	1	-0.7	-11	-6	-7	-6	-4	12
NC(=O)CN1CCCN(S(=O)(=O)c2ccc(Br)cc2)CC1	3	-1.6	-4	4	-13	2	-2	18
CC(C)(C)c1ccc(NS(=O)(=O)c2ccc(N)cc2)cc1	-19	-1.0	4	13	0	0	1	12
Cc1cccc(-c2noc(-c3ccno3)n2)c1	-1	0.2	-2	40	-2	32	2	15
CCCCCC(CC(=O)NO)C(=O)NC(C(=O)N1CCCC1CO)C(C)C (stereo unspecified)	0	-0.4	-5	-4	5	0	-9	14
CC(C)CNC(=O)c1ccc2c(c1)C(=O)N(C1CCCCC1)C2=O	0	-1.3	-15	-36	3	0	-7	10
COC(=O)c1sccc1NC(=O)c1ccccc1	0	1.9	-6	1	22	-2	2	10
COc1ccc(/C=C2/N=C(SCC(=O)Nc3cc(C)on3)N(c3ccccc3)C2=O)cc1	-5	2.3	3	.	-6	.	-28	-237
O=C(NC1CCCC1)C(c1ccc(F)cc1)N(Cc1ccc(F)cc1)C(=O)c1ccn[nH]1 (stereo unspecified)	17*	1.0	-6	-31	-7	0	4	4
COCCn1c(SC(C)C(=O)NC2CC2)nnc1-c1cccc(C)c1 (stereo unspecified)	0	0.3	-2	-8	8	1	3	-4
CCN(CC(=O)Nc1ccccc1C(F)(F)F)C(=O)c1ccccc1Sc1ccccc1C#N	3	-2.2	5	-17	-4	-1	3	6
COc1cc(/C(=C/c2ccccc2)c2ccccc2)c2c(c1)oc1ccccc12	3	1.8	1	-5	-11	-1	-5	i
CC(=O)N1N=C(c2ccco2)CC1c1ccc(Cl)o1 (stereo unspecified)	1	-2.4	8	14	1	-5	-5	4
COc1ccccc1C(=O)NCCC(=O)N1CCN(S(=O)(=O)c2cccc(Cl)c2)CC1	-1	-1.9	0	13	-8	-9	-5	9
CCOC(=O)C(NC(=O)c1ccc(OC)cc1)(N1CCOCC1)C(F)(F)F (stereo unspecified)	1	-2.1	10	-13	4	-6	10	12
COCC(=O)Nc1cc([N+](=O)[O-])ccc1C	0	-1.5	-28	14	2	7	-7	11
